Assay outcomes deposited in PubChem BioAssay by National Center for Advancing Translational Sciences (NCATS).
A549 viability: A549 cytotoxicity, counter-screen for Nrf2 inhibitors | A549 ARE-Fluc cells, CellTiter-Fluor viability, 18-24 h | Potency, µM (titrated, usually from 46 µM), for inactives: at the top dose activity change, negative = cytotoxicity, usual class: inhibitors | AID 504648 | 0.16% of 390,000 active; also: potency is read from the fitted curve at half-maximal effect; % is scaled to controls: 0 for no effect and ±100 for the full control effect
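A549 ARE_Fluc cells in 5% FBS OPTI-MEM were exposed to compounds in concentration-response for 18-24 h at 37 deg C. Viability was read by CellTiter-Fluor fluorescence (Ex 405/Em 525) after 30 min, before the luciferase read.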
IL2 activator: activators of IL-2 | IL-2 activation reporter assay, cell-based qHTS; stimulated with anti-CD3/CD4/CD28 beads; in transgenic mouse T cells | activation, % (series mostly up to about 46 µM) | 0.065% of 360,000 active; in the data active = activation above about 50%; inconclusive = mostly about 30% to 49%; also: 0% is about no effect
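Unstimulated transgenic mouse T cells, 750 per well, received compound and, after 60 minutes, anti-CD3/anti-CD4 bead plus anti-CD28 stimulation. EGFP and DsRed were quantified after 18 hours.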
Nrf2 block: Nrf2 pathway inhibition; Potency, µM (highest dose often 46 µM), without a hit: at the top dose activity change, negative = inhibition, most hits filed as inhibitors; A549 ARE-Fluc reporter, luciferase luminescence, 18-24 h; 2.1% of 360,000 active; also: potency is read from the fitted curve at half-maximal effect; % is scaled to controls: 0 for no effect and ±100 for the full control effect; nearly all actives have a fitted effect of over 60% in size
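Reporter: ARE-Fluc in A549. Exposure: 18-24 h, 37 °C, 5% CO2, 5% FBS OPTI-MEM. Readouts: fluorescent cytotoxicity (CellTiter-Fluor), then luminescent Nrf2 signal after BugLite.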
S2 tox: reduces viability in counter-screen for ATXN expression inhibitors; S2 cells (HEK-293 line with an ATXN2-luciferase reporter) viability, CellTiter-Fluor protease fluorescence, 24 h; Potency, µM (titrated, usually from 56.7 µM), usual class: cytotoxic; 0.49% of 400,000 active; also: potency is read from the fitted curve at half-maximal effect; nearly all actives have a fitted effect of over 40% in size
HepG2 viability: kills HepG2 cells in TGF-b inhibitor counter-screen | AID 588856 | 0.76% of 410,000 active | Potency, µM (titrated, usually from 46.1 µM), without a hit: at the top dose activity change, negative = cytotoxicity, hits mostly cytotoxic | HepG2 CAGA-GFP viability, ATP luminescence, 18 h; also: potency is read from the fitted curve at half-maximal effect; some results filed as inactive show a strong effect at the top dose
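CellTiter-Glo luminescence gave cytotoxicity after 18 hours at 37 degrees C. The cells were HepG2 CAGA-GFP in 1% FBS DMEM, stimulated with 500 pg/mL TGF-beta after compound addition. %Activity was normalised to no-cell wells (complete cell-killing) and DMSO (no toxicity), and curves were fitted and classified.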
Nrf2 activator: activates Nrf2 signaling; AID 624171; 0.31% of 410,000 active; AREc32 ARE-luciferase reporter (MCF7-derived line), luminescence, 24 h; Potency, µM (doses to about 46.1 µM), inactives show at the highest dose activation, most hits filed as activators; also: potency is read from the fitted curve at half-maximal effect; % of control where 0% means no effect; nearly all actives have a fitted effect of over 65% in size
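AREc32 cells carrying an ARE-driven firefly luciferase, 1000 cells/well in OPTI-MEM with 5% FBS, dosed after overnight attachment and incubated 24 hr at 37 deg C. Steady-Glo luminescence read after 30 min at RT.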
EPAC2 agonist: activates human EPAC2 exchange factor. Q8WZA2. EPAC2 activation, biochemical qHTS; response scale: 100% = 6.5 mM cAMP response. Potency, µM (titrated, usually from 154 µM), without a hit: at the highest dose activation, usual class: activators. 0.079% of 360,000 active. AID 720711; also: potency is read from the fitted curve at half-maximal effect; nearly all actives have a fitted effect of over 50% in size
Target sequence (Q8WZA2 whole entry, looked up): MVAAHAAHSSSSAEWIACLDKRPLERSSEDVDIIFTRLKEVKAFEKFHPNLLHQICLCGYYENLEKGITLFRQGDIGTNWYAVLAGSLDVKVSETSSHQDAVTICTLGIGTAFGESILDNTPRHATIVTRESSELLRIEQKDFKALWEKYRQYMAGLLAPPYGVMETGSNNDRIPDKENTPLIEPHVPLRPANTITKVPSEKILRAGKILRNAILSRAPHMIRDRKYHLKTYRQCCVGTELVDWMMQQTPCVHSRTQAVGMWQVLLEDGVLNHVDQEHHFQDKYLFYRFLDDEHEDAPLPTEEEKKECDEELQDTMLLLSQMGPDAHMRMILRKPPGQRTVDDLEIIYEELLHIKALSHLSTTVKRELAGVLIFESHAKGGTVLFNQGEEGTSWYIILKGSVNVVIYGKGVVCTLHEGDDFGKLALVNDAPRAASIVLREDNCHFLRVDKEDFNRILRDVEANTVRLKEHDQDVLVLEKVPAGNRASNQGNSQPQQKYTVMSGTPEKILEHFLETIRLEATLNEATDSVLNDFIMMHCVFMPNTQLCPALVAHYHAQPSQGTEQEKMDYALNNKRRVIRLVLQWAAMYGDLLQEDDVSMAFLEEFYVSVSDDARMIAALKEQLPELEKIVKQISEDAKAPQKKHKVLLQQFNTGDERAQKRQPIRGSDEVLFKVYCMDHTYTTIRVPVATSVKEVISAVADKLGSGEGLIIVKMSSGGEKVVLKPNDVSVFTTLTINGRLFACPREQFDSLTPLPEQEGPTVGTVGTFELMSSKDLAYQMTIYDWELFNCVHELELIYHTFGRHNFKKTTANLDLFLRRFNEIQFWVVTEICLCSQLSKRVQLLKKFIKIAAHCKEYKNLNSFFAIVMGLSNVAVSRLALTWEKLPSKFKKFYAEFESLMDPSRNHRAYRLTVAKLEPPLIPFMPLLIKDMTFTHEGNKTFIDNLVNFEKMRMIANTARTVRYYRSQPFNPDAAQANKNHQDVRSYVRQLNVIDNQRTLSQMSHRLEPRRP
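qHTS, titration series. 100 nM EPAC2 / 250 nM Rap1B-BODIPY-GDP / 50 uM GDP; RT; ex 480/em 540 nm, 5-min reads to 30 min. Norm. to 6.5 mM cAMP = activation.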
ATXN2 expr inh: reduces ATXN2 reporter expression in HEK-293 cells; Potency, µM (series often up to 57 µM), for inactives: top-dose activity change, negative = inhibition, hits mostly inhibitors; AID 1745845; 0.72% of 360,000 active; HEK-293 ATXN2-luciferase reporter, luminescence, 24 h; also: potency is read from the fitted curve at half-maximal effect; % is scaled to controls: 0 for no effect and ±100 for the full control effect; nearly all actives have a fitted effect of over 55% in size
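qHTS (up to 57 uM final) was run with 24 h compound exposure of reporter cells at 37 °C. Each well was multiplexed: SteadyGlo luminescence measured ATXN2-luciferase expression after a fluorogenic Gly-Phe-AFC viability readout (25 uM final).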
TGFb inhibitor: TGF-b pathway inhibition. HepG2 CAGA-GFP TGF-b/SMAD3 reporter, GFP fluorescence, 18 h; TGF-beta stimulated, 500 pg/mL final. AID 588855. 1.2% of 410,000 active. Potency, µM (highest dose often 46.1 µM), without a hit: at the highest dose activity, negative = inhibition, actives largely listed as inhibitors; also: potency is read from the fitted curve at half-maximal effect; % is scaled to controls: 0 for no effect and ±100 for the full control effect; nearly all actives have a fitted effect of over 65% in size
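HEPG2 CAGA-GFP, 1000 cells/well; 2 h settle, 37 C; cpd via pin tool; TGF-b 500 pg/mL final; 18 h, 37 C; GFP imaging ex488/em500-530; %Activity normalised to -TGF-b and +DMSO controls; CRC fit, curve class.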
* marks the source's active call; other numbers are inactive results; i = inactive; ? = inconclusive; . = not tested or not shown; [ ] = another dose, or the depositor's remark. Unless noted, calls follow the shape of the dose curve; as a rule, active = well fitted curve in the direction sought with a large enough effect; inconclusive = small, poorly fitted or top-dose-only effect, or another doubt; inactive = no such curve, though single readings can be large; an effect the other way counts as inactive or inconclusive. Random draw from the library. Share with any hit: about 4.3%.

1: CN(C)c1ccc(/C=N/NC(=O)c2nnn(-c3nonc3N)c2CN(C)c2ccccc2)cc1
2: C[C@@H]1CN([C@H](C)CO)C(=O)CCCn2nncc2CO[C@@H]1CN(C)S(=O)(=O)c1cccs1
3: Cc1ccsc1/C=C/c1ccc2cccc(O)c2n1
4: C#CCNC(=O)C1=C[C@H](c2ccc(C(F)(F)F)cc2)C[C@H](OCc2ccc(CO)cc2)O1
5: COc1ccc(Oc2ccc(N/C=C/C(=O)C(C)(C)C)cc2)cc1
6: Cc1ccc(S(=O)(=O)N(C)C)cc1NC(=O)c1ccc2ccccc2n1
7: Cc1ccc(C(=O)c2c[nH]c3c(F)cc(F)cc3c2=O)cc1
8: COc1ccc(S(=O)(=O)Nc2ccc(N(C)C(C)=O)cc2)cc1
entry no. | 1 | 2 | 3 | 4 | 5 | 6 | 7 | 8
HepG2 viability | -12% | -24% | -30% | -13% | -12% | -19% | 14% | -9%
S2 tox | i | i | ? | ? | i | i | i | i
EPAC2 agonist | 8% | 15% | -2% | 7% | 7% | 22% | 5% | 4%
TGFb inhibitor | -5% | 3% | ? | -2% | -27% | 2% | ? | 3%
A549 viability | 0% | . | ? | -2% | -8% | -6% | -1% | -3%
Nrf2 block | -12% | . | 3% | -17% | -29% | 1% | -5% | ?
ATXN2 expr inh | -19% | 2% | -33% | -3% | . | 37% | -17% | -5%
IL2 activator | 0.6 | -2.9 | -4.1 | 3.1 | 0.6 | -1.2 | -0.5 | -2.3
Nrf2 activator | 0.1% | -1.1% | ? | 0.5% | 3.4% | 0.6% | 0.0%[9.22 µM] | -0.5%

Pulled by structure from above, 3 records:
7: Cc1ccc(C(=O)c2c[nH]c3c(F)cc(F)cc3c2=O)cc1
5: COc1ccc(Oc2ccc(N/C=C/C(=O)C(C)(C)C)cc2)cc1
1: CN(C)c1ccc(/C=N/NC(=O)c2nnn(-c3nonc3N)c2CN(C)c2ccccc2)cc1
entry no. | 7 | 5 | 1
HepG2 viability | 14% | -12% | -12%
S2 tox | i | i | i
EPAC2 agonist | 5% | 7% | 8%
TGFb inhibitor | ? | -27% | -5%
A549 viability | -1% | -8% | 0%
Nrf2 block | -5% | -29% | -12%
ATXN2 expr inh | -17% | . | -19%
IL2 activator | -0.5 | 0.6 | 0.6
Nrf2 activator | 0.0%[9.22 µM] | 3.4% | 0.1%

Next section.
9: O=C1C(=O)N(Cc2ccccc2)C(c2cccc(O)c2)/C1=C(\O)c1ccc2c(c1)OCCO2 (centres undefined)
10: COc1ccc(NS(=O)(=O)c2ccc(N3CCCC3)c(N)c2)cc1
11: CC/C(=C/c1ccccc1)c1cccc2[nH]c3c(OC)cccc3c12
12: CCN1CCc2c(OCc3ccc(C(=O)OC)o3)cccc2C1=O
13: COc1cc(C(=O)Oc2ccc3ccc(O)cc3c2)cc(OC)c1OC
14: COc1ccc(-c2cc(C(=O)N3CCN(c4ccccc4O)CC3)c3ccccc3n2)cc1OC
15: Cc1ccc(CN2CCC(n3nccc3NC(=O)C3CCOC3)CC2)cc1C (centres undefined)
16: CCn1nnnc1NCc1ccc(OCc2ccc(F)cc2Cl)c(OC)c1
entry no. | 9 | 10 | 11 | 12 | 13 | 14 | 15 | 16
HepG2 viability | -7% | -5% | -46% | 1% | 22µM* | -31% | -3% | 2%
S2 tox | i | i | ? | i | i | ? | i | i
EPAC2 agonist | -8% | 0% | 15% | -2% | 9% | 4% | 11% | 7%
TGFb inhibitor | -3% | -5% | ? | 0% | ? | ? | 19% | 2%
A549 viability | -1% | -29% | -3% | -1% | -4% | -6% | 1% | -7%
Nrf2 block | 16% | ? | 20% | 12% | 0% | -4% | 7% | 21µM*
ATXN2 expr inh | . | -18% | -23% | 7% | . | -3% | 6% | -20%
IL2 activator | -0.8 | 0.1 | -0.8 | -2.1 | -0.7 | -5.4 | -5.5 | -3.3
Nrf2 activator | 0.2% | 2.8% | 1.1% | 6.2% | 8.6% | 3.5% | 0.0% | 0.1%

17: CC(=O)c1c(C)oc2c1cc(NS(=O)(=O)c1ccc(C(C)(C)C)cc1)c1ccccc12
18: COc1ccc(/C=C/C(=O)NCCSCc2ccco2)cc1OC
19: O=C(c1ccc(N2CCOCC2)c([N+](=O)[O-])c1)N1CCN(Cc2ccccc2)CC1
20: CC(=O)C[C@@H](O)CC(=O)[C@@H]1OC(=O)CC/C=C\Cc2ccccc21
21: COc1cc(CC(=O)Nc2nc(C)cs2)cc(OC)c1OC
22: CCOc1ccc(OCC)c(-c2c(=O)n(OCc3ccccc3Br)c3ccccc3[n+]2[O-])c1
23: Cc1ccc(C(=O)NCC(=O)OCC(=O)NC(C)c2ccccc2)s1 (centres undefined)
24: Cc1cc(-n2ccnc2)n2c(nc3ccccc32)c1C#N
entry no. | 17 | 18 | 19 | 20 | 21 | 22 | 23 | 24
HepG2 viability | -35% | -4% | -16% | -13% | -12% | -58% | 5% | -10%
S2 tox | ? | i | i | i | i | i | ? | i
EPAC2 agonist | . | 9% | 3% | -6% | -1% | 1% | 4% | 6%
TGFb inhibitor | ? | -6% | -24% | -8% | 6% | -14% | 13% | 2%
A549 viability | ? | 7% | 0% | 16% | -2% | -3% | 6% | 11%
Nrf2 block | ? | 5% | -6% | 8% | ? | . | 4% | -1%
ATXN2 expr inh | -36% | . | 20% | 7% | 2% | -9% | -25% | -6%
IL2 activator | . | -0.2 | -1.1 | -0.5 | -1.0 | -4.6 | 1.2 | -2.4
Nrf2 activator | 4.2% | 8.8% | 2.8% | -0.1% | 0.0% | -1.3% | -1.6% | -0.8%

25: O=C(CSCCN1C(=O)c2ccccc2C1=O)Nc1ccc2ccccc2c1
26: Cc1ccc([C@@H]2C[C@H]3[C@@H](CN2S(=O)(=O)c2ccc(Cl)cc2)C(=O)C[C@@H](c2cccc4ccccc24)N3S(=O)(=O)c2ccc(C)cc2)cc1
27: COc1cc(NC(=O)COC(=O)/C=C/c2ccc(O)c(OC)c2)cc(OC)c1
28: COc1ccc(N2CCN(C(=O)CCNS(=O)(=O)c3ccccc3)CC2)cc1
29: Cc1cc(CN(C)C(=O)c2ccc(OC3CCN(Cc4ccccn4)CC3)cc2)on1
30: O=C(Nc1nccs1)c1ccc(COc2ccccc2Br)o1
31: O=C(COC(=O)c1cccc(Br)c1)Nc1cccc2c1C(=O)c1ccccc1C2=O
32: Cc1ccc(C(=O)CSc2nnc3c4ccccc4nc(Cc4ccccc4)n23)cc1
entry no. | 25 | 26 | 27 | 28 | 29 | 30 | 31 | 32
HepG2 viability | 2% | 5% | 9% | -16% | -1% | -17% | 0% | 3%
S2 tox | i | i | i | i | i | i | i | i
EPAC2 agonist | 1% | 13% | 19% | 10% | 1% | 13% | 14% | 1%
TGFb inhibitor | -6% | -3% | 0% | -17% | 8% | ? | 2% | -15%
A549 viability | 4% | . | -9% | 3% | 1% | 3% | -19% | -6%
Nrf2 block | ? | . | -25% | -6% | 4% | -16% | ? | -1%
ATXN2 expr inh | -9% | 4% | ? | -23% | -13% | 3% | 38%[11.3 µM] | -24%[11.3 µM]
IL2 activator | -1.9 | -1.0 | 0.1 | -0.8 | -3.5 | -0.8 | 2.4 | -3.8
Nrf2 activator | 2.9% | -0.9% | 4.1% | 0.5% | 0.4% | 5.0% | 5.4% | -0.3%

33: NC(c1ccc(F)c(F)c1)c1nc(-c2ccc3ccccc3c2)cs1 (centres undefined)
34: Cc1cccc(OCC(=O)OC2CCN(C)CC2)c1
35: C#CCCOC(=O)N1C2=NC(C(=O)OC)=C(C(=O)OC)[C@@H]3N(C)c4ccccc4[C@]23C[C@H]1C(=O)OC
36: Cc1cc(C)c(-c2noc(C(=O)OC(C)(C)C)c2C(=O)OC(C)(C)C)c(C)c1
37: Cc1cc(OCC(F)(F)C(F)(F)C(F)(F)C(F)(F)C(F)(F)C(F)F)nc(N)n1
38: CC(C)CCn1c(SCc2cccc(F)c2)nc2ccsc2c1=O
39: COc1ccccc1-c1csc(C(C)(O)c2cccc(F)c2)n1 (centres undefined)
40: CCc1ccc2occ(CC(=O)Nc3c(C(=O)c4ccccc4)oc4ccccc34)c2c1
entry no. | 33 | 34 | 35 | 36 | 37 | 38 | 39 | 40
HepG2 viability | -17% | 14% | -3% | -35% | -68% | -29% | -51% | -21%
S2 tox | i | i | i | i | ? | . | ? | i
EPAC2 agonist | 16% | 7% | 3% | 1% | -29% | . | 26% | .
TGFb inhibitor | 9% | 0% | ? | ? | -8% | ? | ? | -1%
A549 viability | . | 0% | -6% | 0% | 0% | 6% | . | 5%
Nrf2 block | . | 16% | 6% | 3% | 15% | . | . | 5%
ATXN2 expr inh | 52%[activator] | 2% | 7% | -15% | 1% | . | -25% | 4%
IL2 activator | -0.8 | -0.6 | 0.2 | -0.2 | -4.3 | . | -0.5 | .
Nrf2 activator | 7.8% | -0.7% | -0.4% | 3.2% | -0.7% | 4.4% | 0.5% | 0.9%

41: Cc1nc2nc(-c3cccnc3)[nH]n2c(=O)c1C
42: CCSCCOC(=O)C1=C(C)NC2=C(C(=O)CCC2)C1c1coc2ccccc2c1=O (centres undefined)
43: COC(=O)c1ccc(NC(=O)CSc2ccccc2)cc1
44: CCCCc1ccc(-c2ccc(Br)cc2)nc1
entry no. | 41 | 42 | 43 | 44
HepG2 viability | -1% | -4% | -3% | -32%
S2 tox | i | ? | ? | i
EPAC2 agonist | 6% | -20% | 7% | -5%
TGFb inhibitor | 5% | -9% | -5% | -6%
A549 viability | 2% | ? | 9% | 6%
Nrf2 block | 7% | . | 17% | -19%
ATXN2 expr inh | 1% | -2% | 46%[activator] | 74%[activator]
IL2 activator | 0.0 | -2.6 | -0.3 | -1.6
Nrf2 activator | -0.3% | 4.0% | 2.6% | 3.1%
